# Compound activity: PubChem BioAssay, several laboratories
# NCOA2 inhibitor = human SRC2 (NCOA2) inhibition. 0.17% of 370,000 active. inhibition, % at 9 µM. HEK293 GAL4-SRC2 luciferase reporter, luminescence. AID 651957. Q15596;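 active = inhibition above the mean inhibition of all tested compounds plus 3 SD, set per campaign, cut at about 52% in these data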;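 also: 0% = DMSO treated cells and 100% = cells given Gossypol at 36 µM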
# LMP1 NFkB inh = Epstein-Barr LMP1 NF-kappaB reporter inhibition; LMP1-induced NF-kappaB luciferase reporter cells, luminescence; inhibition, % at 12.5 µM; 0.69% of 350,000 active; AID 504558; in the data active = inhibition above about 41%;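 also: 0% = neutral control wells and 100% = reference inhibitor control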
# MC4R antagonist = blocks human MC4R cAMP signaling; MC4R-expressing cells, MTII-stimulated cAMP, LANCE TR-FRET; inhibition, % at 6.5 µM; 0.48% of 360,000 active;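 active = inhibition above its plate's cutoff, the mean of tested wells on that plate plus 3 SD, cut at about 29% in these data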;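 also: 0% = Melanotan II alone and 100% = Melanotan II plus saturating MCL0020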
# Target sequence (P32245 whole entry, looked up): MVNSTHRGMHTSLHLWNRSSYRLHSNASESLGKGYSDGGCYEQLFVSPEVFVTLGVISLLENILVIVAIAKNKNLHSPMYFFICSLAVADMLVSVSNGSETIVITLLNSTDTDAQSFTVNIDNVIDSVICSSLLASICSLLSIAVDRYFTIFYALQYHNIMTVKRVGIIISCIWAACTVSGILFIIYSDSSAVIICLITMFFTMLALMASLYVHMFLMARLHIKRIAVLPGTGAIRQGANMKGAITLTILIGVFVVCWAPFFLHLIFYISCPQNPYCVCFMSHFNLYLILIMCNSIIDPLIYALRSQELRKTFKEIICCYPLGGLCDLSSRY
#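 Material: U2OS-MC4R stable cell line | Reagent: Melanotan II challenge after compound preincubation | Doses: One concentration, 6.5 µM nominal | Incubation: 30-min compound preincubation, 1-h Melanotan II challenge, 1-h detection, room temperature | Signal: TR-FRET cAMP assay | Replicates: One well per compound, no replicates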
# SRC3 inh = human NCOA3 inhibition. AID 588352. Q9Y6Q9. inhibition, % at 3.6 µM. 0.17% of 360,000 active. HEK293 GAL4-SRC3 luciferase reporter, luminescence;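 active = inhibition above a per-campaign cutoff, the mean of all compounds plus 3 SD, cut at about 60% in these data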;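 also: 0% = DMSO-treated cells and 100% = gossypol-treated cells at 36 µM; higher means less SRC3-driven luciferase light from the GAL4 reporter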
# NOD2-RIPK2 inh = blocks binding of human NOD2 to RIPK2. O43353. CHO BLA complementation NOD2-RIPK2, CCF4 ratio. inhibition, % at 4.98 µM. 0.38% of 360,000 active. AID 624267; in the data active = inhibition above about 21%;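 also: 0% = vehicle only and 100% = reference blocker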
# Target sequence (O43353 whole entry, looked up): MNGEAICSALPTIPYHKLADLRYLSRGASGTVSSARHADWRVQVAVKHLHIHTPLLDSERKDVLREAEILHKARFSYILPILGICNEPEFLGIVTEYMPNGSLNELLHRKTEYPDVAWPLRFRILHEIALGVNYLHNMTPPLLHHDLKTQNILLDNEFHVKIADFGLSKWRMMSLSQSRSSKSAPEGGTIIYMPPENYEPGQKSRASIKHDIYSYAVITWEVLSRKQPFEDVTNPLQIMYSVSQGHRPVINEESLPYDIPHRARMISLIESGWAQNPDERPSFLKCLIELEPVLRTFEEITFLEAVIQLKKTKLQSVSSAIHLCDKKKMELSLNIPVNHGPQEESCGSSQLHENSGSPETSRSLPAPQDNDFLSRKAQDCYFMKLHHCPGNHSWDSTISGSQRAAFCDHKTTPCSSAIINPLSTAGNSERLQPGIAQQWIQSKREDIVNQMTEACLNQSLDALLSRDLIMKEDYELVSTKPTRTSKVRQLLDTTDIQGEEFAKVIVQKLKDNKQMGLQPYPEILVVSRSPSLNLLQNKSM
# COUP-TFII inh = blocks human COUP-TFII nuclear receptor. P24468. HEK293T NGFI-A luciferase reporter, luminescence. inhibition, % at 8.6 µM. 0.7% of 370,000 active;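 active = inhibition above a per-plate cutoff, mean inhibition of test wells between control levels plus 3 SD, cut at about 38% in these data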;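 also: cells cotransfected with COUP-TFII expression vector driving the NGFI-A reporter; 0% = median of COUP-TF2 test wells and 100% = reporter-only cells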
# MC4R barr agon = activates human MC4R beta-arrestin recruitment; P32245; U2OS MC4R beta-arrestin complementation, luminescence; percent of melanotan II response, DMSO zero; activation, % at 8.9 µM; 0.98% of 360,000 active; AID 540308;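 active = activation above a per-plate cutoff, the mean activation of sample wells on that plate plus 3 SD, cut at about 8% in these data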
# TLR9-MyD88 block = blocks human TLR9 binding to MyD88; Q9NR96+Q99836; CHO BLA complementation TLR9-MyD88, CCF4 FRET ratio; inhibition, % at 4.98 µM; 0.21% of 340,000 active; AID 504734;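 active = inhibition above the mean over all tested compounds plus 3 SD, cut at about 21% in these data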;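 also: 0% = DMSO only wells and 100% = clavulanate BLA inhibitor control wells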
# ABHD5-PLIN5 inh = ABHD5-PLIN5 protein interaction inhibition; 0.78% of 360,000 active; Split G. princeps luciferase complementation, luminescence, 4 h; Q00G26+Q8WTS1; inhibition, % at 4 µM; AID 602281;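 active = inhibition above the mean inhibition across every tested compound plus 3 SD, cut at about 22% in these data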;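 also: 0% = DMSO only wells and the 100% control is not disclosed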
# SRC1 inh = human NCOA1 inhibition; HEK293 GAL4-SRC1 luciferase reporter, luminescence; inhibition, % at 3.6 µM; 0.12% of 360,000 active;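 active = inhibition above the campaign mean plus 3 SD, with each screening campaign given its own cutoff, cut at about 60% in these data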;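 also: 0% = DMSO treated cells and 100% = gossypol at 36 µM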
# LRH-1 inv ag = suppresses constitutive activity of human LRH-1; O00482; HEK293T StAR-luciferase reporter, LRH-1 transfected, 24 h; inhibition, % at 3.6 µM; 0.13% of 360,000 active;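 active = inhibition above the mean inhibition of all tested compounds plus 3 SD, cut at about 73% in these data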;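 also: 0% = DMSO wells and 100% = reporter-only cells lacking LRH-1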
# * = called active by the depositor; x = no result given. These rows are one share of the data; the hit share may differ from the screen's.
SMILES,NCOA2 inhibitor,LMP1 NFkB inh,MC4R antagonist,SRC3 inh,NOD2-RIPK2 inh,COUP-TFII inh,MC4R barr agon,TLR9-MyD88 block,ABHD5-PLIN5 inh,SRC1 inh,LRH-1 inv ag
COCc1cc(=O)n2c(-c3ccc(C)cc3)n[nH]c2n1,-15,-1,9,-30,-13,5,-0.5,-12,2,-20,-8
COc1ccc(Br)cc1S(=O)(=O)NCCc1cccs1,5,-2,10,-7,-10,3,5.4,-16,-14,2,-20
O=C(O)C1=CC2C=C(Cl)C=CC2OC1=O (stereo not given),2,-8,-1,0,-9,9,-0.1,-2,1,-8,-1
CCN1C(=O)[C@H]2[C@@H](c3ccc(-c4cccc(Cl)c4)cc3)N3CCCC[C@@]3(C(=O)OC)[C@H]2C1=O,-7,2,7,-7,2,-4,0.2,2,-8,3,4
Cc1ccc(OCC(=O)N/N=C\c2ccc(-c3cccc(C(=O)O)c3)o2)c(C)c1,-36,-6,-1,-36,1,-26,-0.2,-10,-6,-65,-112
Cc1cc(NCCCN)nc(-c2ccccc2O)n1,-73,-13,9,-18,3,-16,0.8,-4,5,-47,-19
COc1cc(C(c2sc3nc(C)nn3c2O)N2CCOCC2)cc(OC)c1OC (stereo not given),3,-6,1,-11,-4,-1,-1.2,-8,6,-1,14
COc1ccccc1S(=O)(=O)N(C)C[C@H]1OCc2cnnn2CCCC(=O)N([C@H](C)CO)C[C@H]1C,-35,-9,11,-30,3,-1,-1.7,1,-2,-15,-6
CCn1cc(C(=O)NCC2CCCO2)c(=O)c2cc(S(=O)(=O)N3CCC(C)CC3)ccc21 (stereo not given),-8,11,10,11,-13,12,-1.8,11,4,-5,8
COCCN(C(=O)COC(=O)c1sccc1C)c1c(N)n(Cc2ccccc2)c(=O)[nH]c1=O,-23,1,9,8,-2,6,-0.5,3,0,10,24
CC1(OC(=O)c2cccs2)C(=O)C=C2C=C3CCCN3C=C2C1=O (stereo not given),x,-7,-3,-13,7,x,-1.2,3,-13,-3,1
O=C(c1ccccc1)N1CCC(c2nc(-c3ccc(S(=O)(=O)N4CCOCC4)cc3)no2)CC1,3,11,9,-4,0,14,0.2,-3,0,-6,10
CCc1ccc(-c2ccc(SCC(=O)Nc3nnc(C)s3)nn2)cc1,-47,2,7,-98,3,-37,6.1,4,2,-88,-100
N#Cc1c2c(nc(N)c1-c1ccccc1)CCCCC2,-8,-4,7,-2,5,10,7.5,4,-5,-10,-26
O=C(NN1C(=O)/C(=C/c2cccc(O)c2)SC1=S)c1ccccc1O,-14,-4,-2,-39,-11,-11,-1.0,-5,5,-50,27
COc1cc(C2NC(=O)N(C)C(C)=C2C(=O)OCc2ccccc2)cc(Br)c1O (stereo not given),-18,2,7,6,3,-4,1.8,1,5,21,-8
CCNc1nc(NCC)nc(OCCOC(=O)Nc2ccccc2)n1,-2,-3,12,15,-4,1,-1.0,1,7,7,-3
CS(=O)(=O)Nc1ccccc1C(=O)N1CCCC1,4,7,7,5,2,0,1.7,5,1,-3,3
CCOC(=O)c1c(NC(=O)COC(=O)c2cnccn2)sc(C(=O)NC)c1C,-7,0,7,6,-1,-15,-2.3,10,4,-57,25
NC(=O)NC(=O)COC(=O)c1cccnc1Nc1ccccc1F,-8,-14,15,-2,-11,-15,-0.7,-3,6,-12,1
O=C(NC1CC1)C(=O)c1c(-c2ccccc2)[nH]c2ccccc12,8,-12,-3,1,-9,9,0.2,-4,0,-25,20
NS(=O)(=O)c1ccc(CCNC(=O)c2cc3ccccc3s2)cc1,8,5,14,-4,17,1,2.0,-1,-2,6,10
O=C(NCCC1CCCCN1S(=O)(=O)c1cccs1)C(=O)NCc1ccccc1 (stereo not given),-22,5,-6,4,8,18,-1.3,8,-5,-3,4
Nc1nc(SCC(=O)N2CCCC2)[nH]c(=O)c1-c1ccccc1,-2,-4,13,-3,-1,11,-0.1,-2,1,-2,7
CCOc1ccc(Br)cc1S(=O)(=O)Nc1ncn[nH]1,1,-10,6,-8,-14,3,0.0,3,-3,6,16
NC(=O)C(c1ccc(Cl)cc1Cl)c1ncc(C(F)(F)F)cc1Cl (stereo not given),20,-4,8,15,8,2,2.7,-11,1,-6,-13
COc1ccccc1-n1ccn(CC(=O)Nc2ccc(C)cc2Cl)c(=O)c1=O,0,-4,4,-11,-3,-2,-0.9,0,-10,-7,-4
O=C(c1ccccc1)n1c(=S)nc2ccccn21,-3,22,5,-50,-2,-17,-0.7,-16,-4,-68,-150
COc1ccc(NC(=O)c2cc(=O)[nH]c3ccccc23)cc1S(=O)(=O)N1CCOCC1,11,-9,1,-2,-6,3,-0.1,0,0,7,1
COCC(=O)N1CCC(Oc2ccc(C(=O)N3CCSCC3)cc2)CC1,-10,0,-1,-34,-1,9,-0.2,-16,7,1,-3
O=C(NCCc1c[nH]c2ccccc12)c1cncc(Br)c1,-6,-7,2,9,5,-13,-0.1,-2,4,-16,16
Cc1cc(SCC(=O)NN=C2CCN(C(C)C)CC2)c(C)cc1Br,-14,9,-7,18,-2,-8,0.1,2,1,-56,-20
O=C(COc1ccc2c(-c3ccccc3)cc(=O)oc2c1)Nc1ccc(CCO)cc1,24,16,-4,20,-11,25,-2.5,1,6,0,12
CCOC(=O)c1c(NC(=O)C(=O)N/N=C(\C)c2ccc(OC)cc2)sc2c1CCCCC2,-34,-1,2,14,3,-5,-0.2,1,-3,-10,14
Cc1cccc(C)c1NC(=O)N1CCN(c2nc3ccccc3s2)CC1,12,27,10,28,-3,48*,-2.0,-8,1,15,8
O=C(Cc1ccc(F)cc1)NCCc1cnc[nH]1,4,-1,31*,-7,3,-5,-0.3,2,-5,7,1
Fc1ccccc1N1CC(c2ccccc2)C(c2cccs2)=N1 (stereo not given),-2,-9,9,4,-1,3,0.8,-9,-10,-9,-11
CCOC(=O)c1c(CSC(=N)N)n(-c2ccccc2)c2cc(Br)c(OC(C)=O)cc12,-7,-48,12,22,16,0,5.8,-5,32*,18,22
O=C(O)COc1ccccc1/C=N/Nc1ccc(S(=O)(=O)N2CCOCC2)cc1[N+](=O)[O-],-14,2,-6,13,0,-12,-2.0,-5,6,-14,-2
O=C1NC(NS(=O)(=O)c2ccc(Cl)cc2)(C(F)(F)F)C(=O)N1Cc1cccnc1 (stereo not given),-4,-6,-4,7,15,-7,-1.2,-5,-8,-38,8
CC1(C)Cc2c(sc(NC(=O)C(=O)NCC3CCCO3)c2C(=O)O)CO1 (stereo not given),-43,-7,2,21,1,3,-0.8,6,12,-2,11
O=C(c1cc(COc2cccc(C(F)(F)F)c2)on1)N1CCSCC1,-15,23,0,15,1,5,-0.4,-1,-2,6,-3
O/C(=C\c1nc2ccccc2nc1/C=C(\O)c1ccccc1)c1ccccc1,x,4,5,-80,-2,x,-2.7,-19,5,-110,-168
CC(C)NC(=O)Cn1cc(C#N)c2cc(Br)ccc21,-14,7,10,2,-14,3,-1.5,-9,2,8,2

# Laid out differently: entries from further up
SMILES	NCOA2 inhibitor	LMP1 NFkB inh	MC4R antagonist	SRC3 inh	NOD2-RIPK2 inh	COUP-TFII inh	MC4R barr agon	TLR9-MyD88 block	ABHD5-PLIN5 inh	SRC1 inh	LRH-1 inv ag
COc1ccc(NC(=O)c2cc(=O)[nH]c3ccccc23)cc1S(=O)(=O)N1CCOCC1	11	-9	1	-2	-6	3	-0.1	0	0	7	1
COCC(=O)N1CCC(Oc2ccc(C(=O)N3CCSCC3)cc2)CC1	-10	0	-1	-34	-1	9	-0.2	-16	7	1	-3
O=C(NCCc1c[nH]c2ccccc12)c1cncc(Br)c1	-6	-7	2	9	5	-13	-0.1	-2	4	-16	16
Cc1cc(SCC(=O)NN=C2CCN(C(C)C)CC2)c(C)cc1Br	-14	9	-7	18	-2	-8	0.1	2	1	-56	-20
O=C(COc1ccc2c(-c3ccccc3)cc(=O)oc2c1)Nc1ccc(CCO)cc1	24	16	-4	20	-11	25	-2.5	1	6	0	12
CCOC(=O)c1c(NC(=O)C(=O)N/N=C(\C)c2ccc(OC)cc2)sc2c1CCCCC2	-34	-1	2	14	3	-5	-0.2	1	-3	-10	14
Cc1cccc(C)c1NC(=O)N1CCN(c2nc3ccccc3s2)CC1	12	27	10	28	-3	48*	-2.0	-8	1	15	8
O=C(Cc1ccc(F)cc1)NCCc1cnc[nH]1	4	-1	31*	-7	3	-5	-0.3	2	-5	7	1
Fc1ccccc1N1CC(c2ccccc2)C(c2cccs2)=N1 (stereo not given)	-2	-9	9	4	-1	3	0.8	-9	-10	-9	-11
CCOC(=O)c1c(CSC(=N)N)n(-c2ccccc2)c2cc(Br)c(OC(C)=O)cc12	-7	-48	12	22	16	0	5.8	-5	32*	18	22
O=C(O)COc1ccccc1/C=N/Nc1ccc(S(=O)(=O)N2CCOCC2)cc1[N+](=O)[O-]	-14	2	-6	13	0	-12	-2.0	-5	6	-14	-2
O=C1NC(NS(=O)(=O)c2ccc(Cl)cc2)(C(F)(F)F)C(=O)N1Cc1cccnc1 (stereo not given)	-4	-6	-4	7	15	-7	-1.2	-5	-8	-38	8
CC1(C)Cc2c(sc(NC(=O)C(=O)NCC3CCCO3)c2C(=O)O)CO1 (stereo not given)	-43	-7	2	21	1	3	-0.8	6	12	-2	11
O=C(c1cc(COc2cccc(C(F)(F)F)c2)on1)N1CCSCC1	-15	23	0	15	1	5	-0.4	-1	-2	6	-3
O/C(=C\c1nc2ccccc2nc1/C=C(\O)c1ccccc1)c1ccccc1	x	4	5	-80	-2	x	-2.7	-19	5	-110	-168
CC(C)NC(=O)Cn1cc(C#N)c2cc(Br)ccc21	-14	7	10	2	-14	3	-1.5	-9	2	8	2
